S1P4 ag: agonists of human S1P4 receptor; 220,000 tested, 0.35% active; AID 1509; activation, % at 4.98 µM; O95977; S1P4-expressing cell line, agonist reporter assay; in the data active = activation above about 11%;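 note: 0% = DMSO vehicle and 100% = reference agonist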
Target sequence (O95977 whole entry, looked up): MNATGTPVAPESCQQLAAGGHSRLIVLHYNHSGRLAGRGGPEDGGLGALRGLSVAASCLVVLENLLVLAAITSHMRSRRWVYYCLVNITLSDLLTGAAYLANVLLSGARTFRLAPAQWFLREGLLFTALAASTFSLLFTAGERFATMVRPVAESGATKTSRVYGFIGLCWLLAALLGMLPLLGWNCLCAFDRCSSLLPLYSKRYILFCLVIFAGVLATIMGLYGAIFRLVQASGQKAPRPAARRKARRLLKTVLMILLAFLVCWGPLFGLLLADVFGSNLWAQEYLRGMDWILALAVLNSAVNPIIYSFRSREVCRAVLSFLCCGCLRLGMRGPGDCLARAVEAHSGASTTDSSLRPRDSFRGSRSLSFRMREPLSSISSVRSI
CHOP inh: CHOP inhibition in unfolded protein response. AID 2732. inhibition, % at 10 µM. CHO-K1 CHOP-promoter luciferase, tunicamycin-induced, 15-18 h. 220,000 tested, 3.8% active;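 active = compounds that reduced the stress-induced luciferase reporter signal by more than about 70% of percent inhibition, limit read from the data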;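 note: 0% = tunicamycin plus vehicle and 100% = wells without tunicamycin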
TRPML3 agonist: human mucolipin-3 channel agonism; Q8TDD5; HEK293 TRPML3-YFP, Fluo-8 calcium fluorescence; 100% = the carbachol control signal; AID 1448; activation, % at 3 µM; 220,000 tested, 0.29% active;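 active = activation above its plate's cutoff, the mean activation of the plate's test wells plus 3 SD, cut at about 12% in these data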;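 note: 0% = DMSO only wells and 100% = carbachol wells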
Target sequence (Q8TDD5 whole entry, looked up): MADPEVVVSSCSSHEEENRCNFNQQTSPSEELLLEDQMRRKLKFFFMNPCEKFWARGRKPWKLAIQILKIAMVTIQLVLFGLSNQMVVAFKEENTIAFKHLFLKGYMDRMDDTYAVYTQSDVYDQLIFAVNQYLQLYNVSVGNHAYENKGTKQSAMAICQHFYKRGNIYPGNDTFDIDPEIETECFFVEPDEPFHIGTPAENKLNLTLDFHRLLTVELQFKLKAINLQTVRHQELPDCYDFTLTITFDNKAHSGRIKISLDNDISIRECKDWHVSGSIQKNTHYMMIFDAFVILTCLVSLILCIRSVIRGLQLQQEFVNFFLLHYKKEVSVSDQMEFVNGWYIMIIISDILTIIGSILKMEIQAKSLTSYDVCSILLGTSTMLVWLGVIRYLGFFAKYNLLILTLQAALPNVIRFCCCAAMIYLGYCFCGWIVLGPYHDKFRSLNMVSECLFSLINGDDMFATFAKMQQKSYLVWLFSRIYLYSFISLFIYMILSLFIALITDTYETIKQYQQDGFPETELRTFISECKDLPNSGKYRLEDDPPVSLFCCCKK
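Material: HEK293 cells stably carrying human TRPML3-YFP; compound dosing: single dose, 3 µM final nominal compound, 0.3% DMSO final; incubation: 1-h 37 °C dye load, 5-s basal, 120-s post-compound reads; technique: Fluo-8 intracellular calcium fluorescence, excitation 470-495 nm, emission 515-575 nm; read-out basis: percent activation from peak-to-basal fluorescence ratio, scaled between DMSO and carbachol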
S1P4 antag: human S1P4 receptor antagonism; S1P4-expressing cells, antagonist mode, reporter read-out; inhibition, % at 4.98 µM; O95977; AID 1510; 220,000 tested, 0.26% active; in the data active = inhibition above about 29%;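 note: 0% = wells stimulated with agonist and 100% = vehicle wells without agonist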
NPY-Y1 PAM-ag: potentiates or activates human NPY-Y1 receptor; NPY-Y1 expressing cells, potentiator/agonist activation; activation, % at 3.6 µM; 220,000 tested, 0.37% active; AID 1304; in the data active = activation above about 33%, passing the limit was not always enough;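 note: cells stimulated with NPY at EC10 then isoproterenol at EC100; 0% = low agonist plus stimulus and 100% = saturating agonist plus stimulus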
NPY2 pot ag: potentiates or activates human NPY-Y2 receptor; cells expressing NPY-Y2, potentiator/agonist read-out; activation, % at 3.6 µM; 220,000 tested, 0.45% active; in the data active = activation above about 27%;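 note: cells stimulated with NPY near EC25 plus isoproterenol at EC100; 0% = vehicle plus submaximal agonist and 100% = vehicle plus saturating agonist; some results beyond the cut were filed as inactive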
zfTRPN1 agonist: agonists of zebrafish TRPN1 channel; HEK293 zebrafish TRPN1-YFP, Fluo-8 calcium fluorescence; 100% = response to 87 µM carbachol; activation, % at 3 µM; 220,000 tested, 0.18% active; AID 1424;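 active = activation above its plate's cutoff, the mean activation of test wells on that plate plus 3 SD, cut at about 19% in these data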;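 note: 0% = DMSO alone and 100% = 87 µM carbachol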
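Control set: carbachol 87 µM as high control, DMSO as low control; system: HEK293 stable line with zebrafish TRPN1-YFP; read-out: % activation versus carbachol response; detection: intracellular calcium fluorescence with Fluo-8; doses: single test compound dose, 3 µM nominal, 0.3% DMSO; schedule: dye 1 h 37 °C plus 30 min RT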
EP2 modulator: modulates human prostaglandin E2 receptor EP2 signaling | induction, % at 25 µM | AID 940 | EP2-expressing cells, cAMP HTRF FRET, PGE2 co-stimulation | 260,000 tested, 0.83% active;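 active = compounds whose cAMP rise, as percent of the full-agonist control response, exceeds 60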;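 note: rat C6 glioma line stably carrying human EP2 under a CMV promoter; the protocol text gives 20 µM as final concentration; 100% = response of wells given 1 µM PGE2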
NPY-Y1 antag: blocks the human neuropeptide Y Y1 receptor | HEK293-CNG Y1 cells, membrane potential fluorescence; NPY at EC95, then isoproterenol | inhibition, % at 3.6 µM | 200,000 tested, 1% active | AID 1040;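 active = inhibition above the campaign mean inhibition of all tested compounds plus 3 SD, cut at about 20% in these data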;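 note: 0% = DMSO wells given NPY plus isoproterenol and 100% = isoproterenol alone without NPY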
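Material: HEK293 cells with Y1 receptor plus CNG channel; times: compound incubation 1 h at room temperature, readout 45 min post-stimulation; signal: fluorescence, membrane potential probe; read-out basis: fluorescence ratio normalized to % inhibition between controls; benchmarks: full-block control isoproterenol-only wells, zero-block control NPY plus isoproterenol wells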
* hit, by the source's call; · = no result given; & = joins results of further samples.

Under each structure: S1P4 ag | CHOP inh | TRPML3 agonist | S1P4 antag | NPY-Y1 PAM-ag | NPY2 pot ag | zfTRPN1 agonist | EP2 modulator | NPY-Y1 antag
CCSc1nc2c([nH]c3ccccc32)c(=O)n1C
  -2.7 | 77* | 0.0 | -7 | 2 | 0 | 1.1 | -1 | 2
COCCNC(=O)/C(C#N)=C\c1ccc(CNS(=O)(=O)c2ccccc2)o1
  2.2 | 5 | 0.8 | 1 | 10 | -11 | 1.2 | 9 | 10
CCn1c(=O)cc(OCC(=O)NCc2cccnc2)c2ccccc21
  0.6 | -17 | -0.1 | -9 | 10 | 9 | -0.8 | 4 | -2
N=C1C(=O)OCC1c1ccccc1NC(=O)CN1CCCCC1 (stereo not given)
  1.0 | -31 | 0.6 | 3 | -8 | 11 | 3.9 | 2 | 2
CCc1nc2ccccc2n1CC(=O)N(C(C)CC)C1CCS(=O)(=O)C1 (stereo not given)
  1.1 | -7 | 0.7 | 7 | -18 | -18 | 0.2 | 8 | 2
Cc1cccc(C(=O)Nc2nc(C)c(C(=O)Nc3ccc4c(c3)CCC4)s2)c1
  1.9 | 17 | -0.8 | 0 | 19 | -15 | -0.7 | -20&9 | 2
CC(C)(C)c1ccccc1OCC(=O)NCCC(=O)O
  -0.5 | -11 | -0.1 | -8 | -6 | 0 | -0.4 | -6 | 0
COc1cc(/C=C2/S/C(=N/S(=O)(=O)c3ccccc3)NC2=O)c([N+](=O)[O-])cc1OC
  -4.4 | 23 | 0.4 | 8 | -22 | -7 | -0.8 | 3 | 1
O=C(CNC(=O)c1ccco1)OCC(=O)c1cccc2ccccc12
  0.3 | 36 | 0.6 | -17 | -21 | -24 | -1.0 | 27 | 7
CC(Sc1ccccc1)C(=O)Nc1cccc(N(C)S(C)(=O)=O)c1 (stereo not given)
  0.0 | 18 | 0.3 | -10 | -18 | -3 | 0.7 | -3 | 1
Cc1ncoc1C(=O)Nc1cccc(Cl)c1
  2.4 | -12 | 0.5 | -11 | 16 | -2 | 0.0 | -26 | -4
CCCN=C1CC(C)(C)CC(=O)/C1=C(/O)CCCN1C(=O)c2ccccc2C1=O
  1.7 | 2 | 0.0 | -43 | -3 | -1 | -2.2 | 27 | 6
COc1ccc2c(c1)CCc1c(C(=O)NCCc3ccc(OC)c(OC)c3)noc1-2
  -2.2 | 3 | -0.2 | 0 | -33 | -20 | 0.1 | -36 | 7
C=CCOC(=O)Nc1c(C(=O)OC)[nH]c2ccccc12
  -1.8 | -7 | 1.1 | 2 | -12 | -2 | 0.1 | -45 | -2
O=C(CSc1nnc(-c2ccccc2)c(-c2ccccc2)n1)Nc1ncc(Cl)cc1Cl
  2.9 | 21 | 0.1 | -3 | -25 | 5 | 0.2 | 28 | -2
COc1ccc(/C(C)=N\NC(=O)c2ccc3c(c2)OCO3)cc1OC
  -1.3 | 14 | 1.8 | -2 | 3 | -10 | -0.9 | -14 | 4
CC(C(=O)N1CCN(C)CC1)N1C(=O)c2ccccc2C1=O (stereo not given)
  -2.2 | 19 | 0.2 | -11 | -5 | 4 | -0.3 | 28 | -3
Nc1nc(CSC(=S)N2CCOCC2)nc(Nc2ccc(F)cc2)n1
  0.1 | 8 | 0.0 | 9 | -2 | -14 | -0.1 | -15 | 5
O=S(=O)(c1ccccc1)c1nc(-c2ccco2)oc1Nc1ccccc1
  0.0 | 42 | -0.6 | -12 | 0 | 5 | -3.4 | 58 | 9
Cn1ncc(Br)c1C(=O)Nc1ccc(Br)cn1
  1.3 | 20 | 1.0 | -18 | 2 | -2 | 0.5 | 10 | -1

(list continues)
Under each structure: S1P4 ag | CHOP inh | TRPML3 agonist | S1P4 antag | NPY-Y1 PAM-ag | NPY2 pot ag | zfTRPN1 agonist | EP2 modulator | NPY-Y1 antag
CCN1C(=O)c2cccc3c(S(=O)(=O)NCCCN4CCOCC4)ccc1c23
  3.0 | 11 | 0.9 | -16 | 3 | 6 | -0.1 | -9 | 8
CCOC(=O)C1=C(C)N=c2s/c(=C\c3ccc(OCC(=O)O)cc3)c(=O)n2C1c1ccc(OC(C)C)cc1 (stereo not given)
  1.1 | 17 | 0.9 | 9 | 30 | 17 | -0.2 | 11 | 6
COc1cccc(CNc2nc3nc(C)cc(=O)n3[nH]2)c1
  0.0 | 18 | 0.4 | -16 | -5 | 11 | -0.7 | 25 | 1
O=C(OCc1nc2ccccc2[n+]([O-])c1C(=O)c1ccccc1)c1ccco1
  1.2 | 7 | -0.3 | 7 | 6 | 10 | 2.6 | -6 | ·
COc1ccc(C2C(CN3CCOCC3)C(=O)N2c2ccccc2)cc1 (stereo not given)
  -2.0 | 6 | 0.7 | -13 | -9 | -18 | 0.7 | 1 | 0
CC(C)Oc1ccc(C2C(C#N)=C(N)Oc3c2oc(CO)cc3=O)cc1 (stereo not given)
  0.9 | 0 | 0.9 | 7 | -10 | 2 | 1.4 | 2 | 0
COc1ccc(/C=C(/CC(=O)Nc2ccccc2)c2nc3ccccc3s2)cc1
  9.3 | 2 | 0.4 | -16 | -36 | -3 | -0.1 | 11 | 8
CCCOc1ccccc1-c1nc2c([nH]1)c(=O)[nH]c(=O)n2C
  -0.5 | 20 | 0.8 | -13 | -27 | -12 | 0.0 | 38 | 10
CCOC(=O)C1CN(C(C)(C)C)C(=O)C1=O (stereo not given)
  3.5 | -37 | 0.6 | 8 | 6 | 0 | 0.4 | 27 | -2
O=C(/C=C\NCC(=O)c1ccccc1)c1ccccc1
  -0.6 | 27 | 1.1 | -5 | -8 | 2 | 0.1 | 20 | -1
Nc1[nH]n(-c2ccccc2)c(=O)c1N=Nc1ccccc1[N+](=O)[O-]
  -0.8 | -2 | 0.5 | 0 | 26 | 7 | 0.2 | -20 | -2
Cc1ccc(-c2nn(CC(=O)NCc3cc(-c4nn(C)c(=O)c5ccccc45)ccc3C)c(=O)c3ccccc23)cc1
  -0.3 | 106* | 0.6 | 3 | -10 | 15 | -0.5 | -10 | -1
COc1ccc(-c2n[nH]c(=S)n2-c2ccc3c(c2)OCCO3)cc1
  -2.0 | -16 | 0.1 | -10 | -8 | -7 | -2.2 | 20 | 7
Cc1cccc(NC(=S)Nc2cccc(C)n2)n1
  -1.6 | -17 | -0.7 | 1 | 5 | 8 | -1.3 | 27 | ·
O=C(Nc1ccc2c(c1)OCO2)C1CCN(Cc2cnn(-c3ccccc3)c2-n2cccc2)CC1
  0.1 | 68 | 0.3 | 4 | -24 | -16 | -1.4 | -2 | 2
O=C(Nc1ccc(F)cc1F)C1CCN(C(=O)c2ccc(Br)cc2)CC1
  -1.4 | 4 | 0.7 | 13 | -10 | -5 | 0.3 | -17 | -3
CCOC(=O)CC(=O)CSc1nc(-c2ccc3c(c2)OCO3)cc(C(F)(F)F)c1C#N
  1.3 | 9 | 0.6 | -10 | -3 | 12 | 1.4 | 68* | 2
CC(OC(=O)c1ccccc1OCc1ccc(Cl)cc1)C(N)=O (stereo not given)
  -0.1 | 52 | 0.9 | -14 | 20 | 8 | 0.9 | -11 | 1
O=C(CSc1nc2ncc(Cl)cc2[nH]1)c1c[nH]c2ccccc12
  -1.0 | 26 | -0.4 | -7 | 2 | -9 | -0.8 | -38 | ·
COc1ccc(C2=NN(CCC(=O)NCc3ccc4c(c3)OCO4)C(=O)CC2)cc1
  -0.2 | 10 | -0.3 | -1 | -18 | -5 | -0.2 | -6 | 10

Part of the list above, limited to S1P4 ag and NPY-Y1 PAM-ag.
canonical_smiles	S1P4 ag	NPY-Y1 PAM-ag
O=C(OCc1nc2ccccc2[n+]([O-])c1C(=O)c1ccccc1)c1ccco1	1.2	6
COc1ccc(C2C(CN3CCOCC3)C(=O)N2c2ccccc2)cc1 (stereo not given)	-2.0	-9
CC(C)Oc1ccc(C2C(C#N)=C(N)Oc3c2oc(CO)cc3=O)cc1 (stereo not given)	0.9	-10
COc1ccc(/C=C(/CC(=O)Nc2ccccc2)c2nc3ccccc3s2)cc1	9.3	-36

Later entries
| mol | S1P4 ag | CHOP inh | TRPML3 agonist | S1P4 antag | NPY-Y1 PAM-ag | NPY2 pot ag | zfTRPN1 agonist | EP2 modulator | NPY-Y1 antag |
| --- | --- | --- | --- | --- | --- | --- | --- | --- | --- |
| Cc1c(Cl)cccc1NC(=S)N(C)CCC#N | 1.9 | -15 | 1.4 | -30 | 24 | 7 | -1.1 | 13 | 0 |
| Cc1ccc(S(=O)(=O)C2(C(=O)Nc3cccnc3)CC2)cc1 | 4.0 | 37 | 0.1 | 2 | 3 | 12 | -0.6 | 13 | -7 |
| COc1ccc(Cl)cc1S(=O)(=O)N1CCN(C(=O)COc2ccccc2)CC1 | 0.6 | 2 | -0.4 | -19 | 7 | 2 | -1.2 | -5 | -2 |
| O=C(Nc1ccccc1Cl)c1ccc(-c2ccccn2)s1 | 0.8 | -27 | 0.0 | 5 | -10 | -34 | 1.1 | -12 | · |
| O=C1NC2NC(=O)N(C(Cc3ccccc3)C(=O)O)C2N1 (stereo not given) | 0.7 | 38 | 0.3 | 2 | 5 | 0 | 0.2 | 14 | -1 |
| CC(NC(=O)c1cc2c(=O)n(C)c3ccccc3c2n1C)c1ccc2c(c1)OCCO2 (stereo not given) | -2.4 | · | 0.3 | 2 | 4 | -12 | 1.8 | · | 3 |
| CN(C)/C=C(\C(=O)c1ccccc1)c1nnnn1-c1ccccc1 | 0.9 | 10 | 0.5 | -2 | -10 | -2 | -0.1 | -17 | · |
| CCC(C)NCCOc1ccc(C(C)(C)c2ccccc2)cc1 (stereo not given) | -0.9 | 3 | 2.1 | -3 | -14 | -18 | 3.4 | -35 | -2 |
| Cc1cccc(C(C)C)c1NC(=O)c1ccc(COc2ccc3c(C)cc(=O)oc3c2)cc1 | 0.0 | 26 | 1.3 | -4 | 2 | -12 | 0.2 | 33 | -3 |
| COC(=O)/C=C1/S/C(=N/NC(=O)c2ccccc2C)NC1=O | 1.4 | -7 | 1.1 | -7 | -18 | 13 | -1.1 | 9 | 0 |
| Cc1ccc(NS(=O)(=O)c2cccc(C(=O)NN3CCOCC3)c2)cc1 | -0.1 | 8 | 0.6 | -7 | 9 | 0 | 0.3 | 10 | -1 |
